High-throughput results: PubChem, several laboratories
DAGLB inh = blocks human DAGLB lipase activity. inhibition, % at 5.17 µM. Q8NCG7. HEK293T DAGLB membrane lysate, EnzChek fluorogenic substrate. actives 0.059% (n = 340,000); in the data active = inhibition above about 34%;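 also: 0% = enzyme with vehicle and 100% = wells lacking enzyme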
Target sequence (Q8NCG7 whole entry, looked up): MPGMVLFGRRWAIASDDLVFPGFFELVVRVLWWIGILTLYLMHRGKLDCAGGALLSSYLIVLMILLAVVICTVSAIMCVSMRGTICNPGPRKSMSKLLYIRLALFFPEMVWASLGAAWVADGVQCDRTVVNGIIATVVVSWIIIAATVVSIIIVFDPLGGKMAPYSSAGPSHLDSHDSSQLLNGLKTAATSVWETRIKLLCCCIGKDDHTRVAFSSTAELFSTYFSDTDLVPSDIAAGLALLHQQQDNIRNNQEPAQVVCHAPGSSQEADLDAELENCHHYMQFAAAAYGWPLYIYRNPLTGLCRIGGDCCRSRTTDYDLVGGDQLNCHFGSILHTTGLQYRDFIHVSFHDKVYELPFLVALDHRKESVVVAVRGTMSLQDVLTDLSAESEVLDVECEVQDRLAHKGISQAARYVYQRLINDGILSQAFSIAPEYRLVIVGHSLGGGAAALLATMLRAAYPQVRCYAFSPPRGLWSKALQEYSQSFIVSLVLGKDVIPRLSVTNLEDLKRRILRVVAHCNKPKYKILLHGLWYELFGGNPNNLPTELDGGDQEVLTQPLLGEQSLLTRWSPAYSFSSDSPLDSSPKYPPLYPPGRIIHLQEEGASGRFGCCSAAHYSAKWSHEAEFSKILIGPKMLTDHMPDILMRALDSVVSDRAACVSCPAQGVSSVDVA
phage Ecoli inh = E. coli growth loss with phage present; AID 651602; inhibition, % at 11.9 µM; actives 0.26% (n = 360,000); growth absorbance; in the data active = inhibition above about 11%
PKA-R1A activ = activates the PKA-R1A holoenzyme complex; AID 504707; P00514+P68181; actives 0.083% (n = 340,000); PKA-R1A dissociation, Cy5-IP20 fluorescence polarization; scaled: DMSO 0%, 113 µM cGMP 100%; activation, % at 11.4 µM;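 active = percent activation above the mean of all tested compounds plus 3 SD, cut at about 19% in these data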;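 also: higher means more PKAc released from R1A so a rise in polarization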
HTR5A ag ctr = activates human HTR5A in OPRM1-OPRD1 agonist counter-screen | P47898 | HTR5A agonist assay, luminescence, cell-based | activation, % at 9.3 µM | actives 0.61% (n = 340,000); in the data active = activation mostly above about 9.5%, no sharp cut-off; inactive = mostly below about 7.6%;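 also: 0% = cells with vehicle only and 100% = reference agonist; strong numbers were not always called active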
Mot1-301 SUMO = inhibitors of SUMOylation pathway: yeast Mot1-301 growth rescue | S. cerevisiae Mot1-301 growth rescue, ATP luminescence, 38.5C; percent above DMSO median, 100 means doubled | growth rescue, % at 18.8 µM | actives 1% (n = 320,000);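 active = every valid replicate shows activation above 250% relative to neutral control wells; inactive = the rest, any valid replicate at or below 250%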;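 also: OY570 slx delta 5 strain wells were the positive control but not used for scaling; some compounds called inactive have numbers as strong as hits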
E coli growth = bacterial growth inhibition, counter-screen for AddAB inhibitors | E. coli V3065 growth, OD600 absorbance, 18 h | inhibition, % at 11.9 µM | actives 0.27% (n = 330,000);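 active = inhibition above the campaign's mean inhibition across all tested compounds plus 3 SD, cut at about 9.9% in these data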;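 also: uninfected addAB+ strain grown without phage in ampicillin broth; 0% = DMSO wells and 100% = ciprofloxacin 0.95 µg/ml wells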
HTR5A inv ag = inverse agonist of human HTR5A in OPRM1-OPRD1 counter-screen | P47898 | HTR5A cell line, luminescence, inverse agonism | inhibition, % at 9.3 µM | actives 0.083% (n = 340,000); in the data active = inhibition mostly above about 23%, no sharp cut-off; inactive = mostly below about 18%;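 also: 0% = cells with DMSO and 100% = no-cell wells with DMSO; some compounds called inactive have numbers as strong as hits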
Tat export inh = inhibitors of E. coli Tat protein transport; E. coli MC4100 TorA-mCherry Tat export, fluorescence; inhibition, % at 10 µM; actives 0.036% (n = 340,000);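 active = mean replicate inhibition at least 50% and at least half of replicates individually reaching 50%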;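 also: exported cargo escapes ClpAP degradation while cytoplasmic cargo is degraded and loses fluorescence; 0% = median of neutral control wells and 100% = median of NaSCN control wells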
AddAB inh = less growth of phage-infected E. coli with AddAB. E. coli expressing H. pylori AddAB, absorbance growth. inhibition, % at 11.9 µM. actives 0.29% (n = 330,000). AID 435030; in the data active = inhibition above about 12%;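 also: 0% = vehicle wells of infected cells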
PKA-R2B activ = activators of human PKA-R2B complex. P22694+P31323. PKA-R2B holoenzyme dissociation, Cy5-IP20 fluorescence polarization; R2B truncated from residue 108, S112A mutant; 0% DMSO only, 100% 113 µM cGMP. activation, % at 11.4 µM. actives 0.079% (n = 340,000);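 active = activation above a cutoff set at the mean over all compounds plus 3 SD, cut at about 18% in these data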;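 also: higher means more holoenzyme dissociation and a rise in polarization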
Target sequence (P31323 whole entry, looked up, other chains not shown, the tested form may be a part): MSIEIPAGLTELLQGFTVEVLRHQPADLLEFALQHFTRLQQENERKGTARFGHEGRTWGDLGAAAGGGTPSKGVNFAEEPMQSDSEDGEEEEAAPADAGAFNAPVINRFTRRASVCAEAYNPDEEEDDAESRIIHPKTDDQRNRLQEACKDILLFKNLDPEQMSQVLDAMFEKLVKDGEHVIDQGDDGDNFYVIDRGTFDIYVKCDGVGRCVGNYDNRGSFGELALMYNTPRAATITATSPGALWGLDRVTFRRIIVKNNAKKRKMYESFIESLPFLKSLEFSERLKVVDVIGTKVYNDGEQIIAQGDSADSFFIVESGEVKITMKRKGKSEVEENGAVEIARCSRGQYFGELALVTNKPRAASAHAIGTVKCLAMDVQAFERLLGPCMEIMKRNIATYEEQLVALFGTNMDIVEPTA
CDK5 p35 inh = inhibitors of human CDK5/p35 kinase | Q00535+Q15078 | Recombinant CDK5/p35, ADP-Glo luminescence, 60 min | inhibition, % at 10 µM | actives 0.01% (n = 330,000) | AID 488839;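 active = highest replicate inhibition of at least 50% and at least 75% of replicates reaching 50%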;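 also: plate controls were DMSO neutral control for no effect and GW8510 at 10 µM for full effect; many of its hits are not listed in these tables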
* hit, by the source's call; / = no result given; + = active, no number. Hits appear at their usual frequency; 2.3% or so of the library scored in one or more.

nr	Compound	DAGLB inh	phage Ecoli inh	PKA-R1A activ	HTR5A ag ctr	Mot1-301 SUMO	E coli growth
1	Cc1ccccc1C(=O)NC1CCN(CC(=O)Nc2ccccc2Cl)CC1	1.2	3.5	-1.6	-2.2	8.2	-1.2
2	O=C(NN1CCOCC1)c1cc(Cl)ccc1Cl	-0.6	1.0	16.5	-0.7	8.4	0.2
3	CC(C(=O)N1CCc2ccccc21)N1CCc2ccccc2C1 (stereo not drawn)	-0.6	0.5	-2.6	1.6	-6.6	-0.9
4	COc1ccc(N2CCN(C(=O)c3cn(CC4CCCCC4)nn3)CC2)cc1	-0.5	2.0	-1.8	1.3	11.7	0.1
5	O=C(NCc1ccco1)/C(=C/c1ccco1)NC(=O)c1ccco1	0.4	4.3	-12.0	-0.6	20.5	2.5
6	COc1ccc(/C=N/NC(=O)CCn2c3ccccc3c3ccccc32)cc1OC	-0.5	3.4	-4.0	4.2	-4.8	-3.0
7	O=C(N/N=C/c1sc(=O)n(-c2ccccc2)c1Cl)c1ccccc1	0.1	7.8	1.1	-2.2	-15.5	1.3
8	Cc1ccc(S(=O)(=O)CCC(=O)N2CCN(c3ccc(Cl)cc3)CC2)cc1	2.4	2.9	-5.6	3.4	-2.5	1.5
9	COCCN(C(=O)CSc1nc2ccc(C)cc2[nH]1)c1c(N)n(Cc2ccccc2)c(=O)[nH]c1=O	0.8	3.6	5.0	-0.2	-9.7	-0.7
10	CC(C)C(=O)NC(=S)Nc1c(Cl)ccc2nsnc12	1.7	1.6	-6.8	-1.8	46.6	1.2
11	CCOc1cc(-c2nc3n(c(=O)c2C#N)CCS3)ccc1O	-2.1	-1.2	1.1	-3.1	-0.5	-1.7
12	O=C(O)Cc1sc(Nc2cccc3ccccc23)nc1-c1ccc(Cl)cc1	-1.5	0.2	3.2	-2.0	49.3	-3.0

nr	HTR5A inv ag	Tat export inh	AddAB inh	PKA-R2B activ	CDK5 p35 inh
1	6.2	-4.7	0.3	0.4	0.9
2	-0.9	-1.9	1.3	6.8	0.6
3	-14.4	-5.6	1.9	4.6	0.8
4	6.8	6.1	2.5	-4.5	0.9
5	1.6	-6.3	-2.8	-3.1	0.5
6	-7.5	-4.1	0.3	-0.6	4.5
7	14.2	3.9	0.2	-8.1	-2.5
8	-6.3	2.4	1.8	-9.1	0.7
9	0.6	0.9	4.2	-2.5	-0.2
10	13.8	-1.9	0.8	-6.8	2.3
11	12.2	-7.7	-2.4	1.4	-1.4
12	7.2	-15.9	-0.3	4.8	-0.4

Remaining list, next part.
nr	Compound	DAGLB inh	phage Ecoli inh	PKA-R1A activ	HTR5A ag ctr	Mot1-301 SUMO	E coli growth
13	O=C(CSc1nnc(CNC(=O)c2ccco2)o1)Nc1nc2ccccc2s1	1.2	2.5	4.6	0.6	+	0.9
14	Cc1ccc(Nc2ncnc3c2cnn3C)c(C)c1	-0.4	3.8	-8.1	2.8	5.6	0.5
15	Cc1ccc(C(=O)CCNc2ccccc2)o1	1.1	1.7	7.2	2.0	15.5	-1.1
16	O=C(NCCN1CCOCC1)c1ccc(Cl)c([N+](=O)[O-])c1	1.3	2.8	2.8	-2.6	-2.7	1.0
17	CN(C(=O)C1CCOC1)c1nnc(-c2ccncc2)s1 (stereo not drawn)	-2.8	2.2	-2.1	3.9	/	0.6
18	OCCC1CN(Cc2nc3ccccc3[nH]2)CCN1C1CCCC1 (stereo not drawn)	0.1	-0.5	-5.3	-4.1	100.3	1.4
19	N#Cc1cn(CC(=O)NCC2CCCO2)c2ccccc12 (stereo not drawn)	-1.7	1.2	-5.9	-5.3	-1.3	-0.7
20	Cc1nn(-c2ccccc2)c(CC(C)(C)C(=O)O)c1C(=O)O	-0.8	0.0	-6.2	6.2	91.9	-0.1
21	CCCCCOC(=O)C1=C(C)Nc2ncnn2C1c1cccs1 (stereo not drawn)	0.8	1.7	-4.9	6.1	4.3	-1.3
22	COc1ccc2ccccc2c1/C=N/NC(=O)c1cccc(Br)c1	-2.9	2.4	4.8	1.9	209.2	-1.9
23	Cc1ccccc1NC(=O)N1C2CCC1CC(O)(c1cccnc1)C2 (stereo not drawn)	-1.3	1.1	-8.7	1.3	/	1.4
24	CCOC(=O)C(NC(=O)c1ccccc1)C(C)(C)SCc1ccccc1 (stereo not drawn)	-8.1	2.9	11.9	1.8	/	/

nr	HTR5A inv ag	Tat export inh	AddAB inh	PKA-R2B activ	CDK5 p35 inh
13	-1.7	5.4	1.8	-6.1	2.2
14	12.4	-0.9	3.3	-3.1	-1.0
15	19.5	5.6	2.4	9.2	-0.2
16	9.9	-6.5	2.4	-5.7	-0.7
17	-15.3	-5.2	0.4	3.9	-0.5
18	11.3	-0.3	-0.2	-5.2	0.1
19	12.2	14.7	0.8	0.6	-3.3
20	-0.8	4.5	3.4	6.9	0.4
21	-13.2	4.9	-4.5	-6.8	0.7
22	-6.8	-6.7	1.7	-7.0	-0.6
23	-8.6	-12.1	1.1	8.5	0.1
24	-7.1	2.8	/	6.8	0.3

Later entries.
nr	Compound	DAGLB inh	phage Ecoli inh	PKA-R1A activ	HTR5A ag ctr	Mot1-301 SUMO	E coli growth
25	Cc1c(C)c(C)c(/C=[N+](/C)[O-])c(C)c1C	1.0	2.8	-5.9	1.0	-5.3	-2.6
26	CNn1cnc2ccsc2c1=O	-2.4	-1.6	-8.2	0.2	9.1	-0.2
27	CN1CCc2c(sc(NC(=O)C3CCN(S(=O)(=O)c4cccs4)CC3)c2C(N)=O)C1	1.9	4.0	4.8	-0.7	0.9	1.8
28	COc1cc(C2N(c3ccc(Cl)c(Cl)c3)C(=O)C3CCCN32)cc(OC)c1OC (stereo not drawn)	0.4	3.2	-4.8	7.8	28.2	1.0
29	CN(C)c1ccc(S(=O)(=O)NCC(=O)NCC2CCCCC2)cc1[N+](=O)[O-]	4.1	0.5	2.1	5.7	25.6	0.9
30	Cc1ccc(S(=O)(=O)N2CCN(C(=O)CSc3nnnn3C)CC2)c(C)c1	2.7	2.7	-0.4	-4.6	-7.5	1.0
31	COc1cccc(NC(=S)N(CCCN2CCN(C)CC2)Cc2ccco2)c1	-1.1	-3.3	-1.7	2.4	-3.7	-0.4
32	COc1cc2c(C(=O)N3CCCc4ccccc43)cn(C)c(=O)c2cc1OC	-0.6	3.7	-5.3	2.5	-0.2	-1.3
33	COc1ccccc1CC(NC(C)=O)C(=O)NC1CCN(C(=O)c2cccc(Cl)c2)CC1 (stereo not drawn)	0.0	0.0	-4.5	4.9	65.4	-0.5
34	Cc1cc(-c2nnc(SCC(=O)Nc3ccc(F)c(F)c3)n2N)n[nH]1	1.7	2.4	4.5	-1.4	15.6	2.1
35	Cn1c2ccccc2c(=O)c2ccc(NCc3ccc4c(c3)OCO4)cc21	-1.3	3.2	1.1	1.2	/	/
36	CC(C)Cc1ccc(C(C)C(N)=Nc2ccc(O)cc2)cc1 (stereo not drawn)	-0.4	3.1	7.3	-1.6	13.0	1.3

nr	HTR5A inv ag	Tat export inh	AddAB inh	PKA-R2B activ	CDK5 p35 inh
25	8.1	-3.9	3.3	-5.5	-1.5
26	-40.3	-6.1	1.7	-10.4	1.2
27	2.1	-2.8	-1.6	-7.2	1.3
28	1.4	15.3	2.4	-2.1	1.0
29	-15.2	-2.6	6.2	-2.9	-1.1
30	12.7	-0.1	-0.8	5.0	1.7
31	-6.6	-5.1	1.8	-2.1	-0.8
32	-18.7	-9.1	2.4	-2.5	1.6
33	-12.2	-5.1	0.3	-5.5	-2.0
34	3.8	1.4	1.9	-5.3	2.1
35	-4.3	-13.9	/	-4.5	0.8
36	20.4	-3.1	1.8	3.9	-4.3

(next part)
nr	Compound	DAGLB inh	phage Ecoli inh	PKA-R1A activ	HTR5A ag ctr	Mot1-301 SUMO	E coli growth
37	COc1ccc(-n2c(SCC(=O)Nc3ccccc3)nc(O)cc2=O)cc1	5.0	1.6	-2.6	-3.4	-17.2	-0.2
38	C/C(=N\NC(=O)c1ccc(Cl)cc1)c1ccc(Br)s1	-3.0	-0.5	0.4	2.7	/	-0.9
39	Cc1ccc(CNC(=O)CCCc2nc3ccccc3s2)cc1	1.2	2.5	-13.6	-5.2	336.0	1.5
40	C=CC[C@@H](CC(=O)N[C@@H](CO)Cc1ccccc1)C(=O)NC[C@@H](OC(=O)[C@@H](CC=C)Cc1ccc(F)cc1)c1ccccc1	4.8	1.1	-1.2	-1.5	1.8	-1.8
41	C=C1CC[C@@H]2[C@](C)(CCC[C@@]2(C)/C=C/[C@@H](O)C(C)(C)O)[C@H]1CC(=O)NCCS(=O)(=O)O	-2.3	2.0	3.8	0.3	/	/
42	CCOC(=O)c1c(NC(=O)CCC(=O)NCc2ccco2)sc2c1CCCC2	-2.1	-0.7	-1.2	-2.6	/	0.1
43	O=S(=O)(/N=C(/Nc1ccc(F)cc1F)c1ccc(Cl)cc1)c1ccccc1	-3.1	4.7	-0.2	-7.5	242.4	0.1
44	CC(C)c1ccc(/C=N/NC(=O)c2cc(-c3cccc([N+](=O)[O-])c3)n[nH]2)cc1	-0.3	1.3	-3.7	1.7	-4.3	1.2
45	COc1ccc(S(=O)(=O)N(CC(=O)NCc2ccco2)C2CCCCC2)cc1OC	-1.3	1.0	8.4	0.9	-1.2	-1.6
46	OCCN1CCN(c2ncnc3c2sc2nc(N4CCOCC4)c4c(c23)CCC4)CC1	-2.3	1.4	-10.6	4.8	9.3	-2.5
47	C(=C\N1CCCCCC1)/c1nnnn1-c1ccc(-c2ccccc2)cc1	-1.9	-0.4	-1.3	2.0	24.5	0.3
48	COc1ccc(NC(=O)c2c(-c3ccccc3)noc2C)c(OC)c1	-4.2	2.5	-6.5	-1.6	-14.7	0.2

nr	HTR5A inv ag	Tat export inh	AddAB inh	PKA-R2B activ	CDK5 p35 inh
37	-18.1	1.6	4.2	3.9	2.8
38	-7.6	-0.8	-1.0	-18.2	0.4
39	14.0	-8.1	3.7	-0.9	-5.0
40	3.9	4.7	0.7	6.7	-0.8
41	-1.2	2.8	/	-0.5	-0.8
42	-12.9	-6.9	2.8	-8.8	0.0
43	1.6	-7.9	3.9	1.9	-2.3
44	-4.5	-6.0	1.1	-6.2	6.0
45	-2.3	-4.6	0.1	4.6	-1.5
46	10.3	5.1	1.7	-16.1	-12.8
47	-3.7	6.1	0.3	3.9	-0.2
48	-19.7	-0.5	0.8	4.1	1.9

Full records as entered above. Screens in order: DAGLB inh | phage Ecoli inh | PKA-R1A activ | HTR5A ag ctr | Mot1-301 SUMO | E coli growth | HTR5A inv ag | Tat export inh | AddAB inh | PKA-R2B activ | CDK5 p35 inh
C(=C\N1CCCCCC1)/c1nnnn1-c1ccc(-c2ccccc2)cc1 in the list: -1.9 | -0.4 | -1.3 | 2.0 | 24.5 | 0.3 | -3.7 | 6.1 | 0.3 | 3.9 | -0.2
C=C1CC[C@@H]2[C@](C)(CCC[C@@]2(C)/C=C/[C@@H](O)C(C)(C)O)[C@H]1CC(=O)NCCS(=O)(=O)O in the list: -2.3 | 2.0 | 3.8 | 0.3 | / | / | -1.2 | 2.8 | / | -0.5 | -0.8
COc1ccc(-n2c(SCC(=O)Nc3ccccc3)nc(O)cc2=O)cc1 in the list: 5.0 | 1.6 | -2.6 | -3.4 | -17.2 | -0.2 | -18.1 | 1.6 | 4.2 | 3.9 | 2.8
